Screening results as filed in PubChem BioAssay.
CHRM4 PAM: positive allosteric modulators of human muscarinic M4 receptor; P08173; CHO-K1 hM4/Gqi5, Fluo-8 calcium fluorescence, ACh EC20; 0% = ACh EC20, 100% = maximal ACh; activation, % at 3 µM; hit rate 0.4% among 360,000; AID 624126;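 active = activation above its plate's cutoff, the mean activation of sample wells plus 3 SD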; also: some results filed as inactive read as strong as hits
Target sequence (P08173 whole entry, looked up): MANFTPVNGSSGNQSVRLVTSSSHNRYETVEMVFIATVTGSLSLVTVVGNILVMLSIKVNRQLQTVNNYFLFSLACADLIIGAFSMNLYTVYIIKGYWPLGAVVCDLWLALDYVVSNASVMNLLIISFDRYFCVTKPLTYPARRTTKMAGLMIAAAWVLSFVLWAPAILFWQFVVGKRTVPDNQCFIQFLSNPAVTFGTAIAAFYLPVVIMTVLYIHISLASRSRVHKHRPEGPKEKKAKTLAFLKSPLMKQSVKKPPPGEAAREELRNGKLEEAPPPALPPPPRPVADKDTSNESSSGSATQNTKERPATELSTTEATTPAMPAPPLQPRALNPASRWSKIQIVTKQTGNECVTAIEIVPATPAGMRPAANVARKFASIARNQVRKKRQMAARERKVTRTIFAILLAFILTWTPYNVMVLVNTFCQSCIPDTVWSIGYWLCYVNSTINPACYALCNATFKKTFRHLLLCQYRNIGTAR
M1 antag: blocks human M1 muscarinic receptor | P11229 | CHO-K1 hM1, Fluo-8 calcium fluorescence, ACh EC80 antagonist | inhibition, % at 3 µM | hit rate 1.3% among 360,000 | AID 588852;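 active = percent inhibition above its own plate's cutoff, namely the mean of that plate's compound wells plus 3 SD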;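 also: peak over basal fluorescence ratio during 140 s after agonist addition; 0% = ACh EC80 plus DMSO and 100% = DMSO alone without agonist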
CHRM5 agonist: agonists of human muscarinic M5 receptor (CHRM5); P08912; CHO-K1 hM5 cells, Fluo-8 calcium fluorescence; 0% DMSO wells, 100% maximal acetylcholine response; activation, % at 3 µM; hit rate 0.19% among 360,000; AID 624037;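 active = activation above the run's mean over test compounds plus 3 SD, cut at about 23% in these data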;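 also: signal is peak over basal fluorescence ratio across the kinetic read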
Target sequence (P08912 whole entry, looked up): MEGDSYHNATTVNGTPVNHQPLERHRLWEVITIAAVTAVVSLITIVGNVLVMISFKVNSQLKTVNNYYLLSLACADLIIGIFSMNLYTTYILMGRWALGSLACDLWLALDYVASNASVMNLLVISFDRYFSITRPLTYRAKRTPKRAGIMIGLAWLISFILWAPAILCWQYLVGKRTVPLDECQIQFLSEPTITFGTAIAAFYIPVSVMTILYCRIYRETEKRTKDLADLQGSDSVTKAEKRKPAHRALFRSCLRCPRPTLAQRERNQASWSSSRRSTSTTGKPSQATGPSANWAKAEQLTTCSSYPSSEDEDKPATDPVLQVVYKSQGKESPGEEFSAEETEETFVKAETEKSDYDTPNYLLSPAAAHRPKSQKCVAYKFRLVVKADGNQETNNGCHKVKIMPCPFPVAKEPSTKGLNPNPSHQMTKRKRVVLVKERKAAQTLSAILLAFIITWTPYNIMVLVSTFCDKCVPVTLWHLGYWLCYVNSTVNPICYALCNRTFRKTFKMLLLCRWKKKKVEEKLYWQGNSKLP
CHRM4 agonist: agonists of human muscarinic M4 receptor (CHRM4). P08173. CHO-K1 hM4/Gqi5, Fluo-8 calcium fluorescence; vehicle 0%, full acetylcholine response 100%. activation, % at 3 µM. hit rate 0.14% among 360,000;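 active = activation above the run mean over all test wells plus 3 SD, cut at about 32% in these data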;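 also: peak over basal fluorescence ratio per well then scaled between controls; 0% = DMSO wells and 100% = acetylcholine at EC100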
M1 PAM: human CHRM1 positive allosteric modulation | P11229 | hit rate 0.088% among 360,000 | activation, % at 3 µM | CHO-K1 hM1, Fluo-8 calcium fluorescence, ACh EC20; 0% = ACh EC20, 100% = maximal ACh; in the data active = activation above about 19%, passing the limit was not always enough
CHRM4 antagonist: blocks acetylcholine activation of human M4 receptor | P08173 | hit rate 0.73% among 360,000 | CHO-hM4 cells, ACh EC80, Fluo-8 calcium fluorescence | AID 624125 | inhibition, % at 3 µM;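 active = inhibition above its plate's cutoff, the mean inhibition of sample wells plus 3 SD, cut at about 27% in these data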;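 also: 0% = acetylcholine EC80 with DMSO and 100% = DMSO without agonist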
M5 PAM: positive allosteric modulators of human muscarinic M5 receptor; hit rate 0.3% among 360,000; AID 624038; CHO-K1 hM5, Fluo-8 calcium, ACh EC20 PAM; 0% = ACh EC20, 100% = ACh EC100; P08912; activation, % at 3 µM;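 active = activation above the run cutoff, the mean activation of all test compounds plus 3 SD, cut at about 18% in these data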
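System: CHO-K1 hM5 cells. Reagent: acetylcholine, EC20 level. Compound dosing: single dose, 3 µM nominal final test concentration. Timing: Post-acetylcholine fluorescence recording 140 s. Detection: Fluo-8 calcium fluorescence. Read-out: % activation, ACh-normalized. Benchmarks: ACh EC20 and EC100 wells. Repeats: singlicate, one well per test compound.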
M5 antag: CHRM5 antagonism in calcium assay; P08912; CHO-hM5 cells, Fluo-8 calcium fluorescence, ACh EC80; inhibition, % at 3 µM; hit rate 0.59% among 360,000; AID 624040;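 active = inhibition above a per-plate cutoff, the mean of that plate's test compounds plus 3 SD, cut at about 27% in these data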;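 also: 0% = acetylcholine EC80 with DMSO and 100% = DMSO without agonist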
CRFBP-R2 agonist: agonists of human CRF-binding protein/CRF-R2 receptor complex; hit rate 0.46% among 350,000; AID 588473; HEK293 CRF-R2/CRF-BP, calcium dye fluorescence (FLIPR); percent of saturating CRF peptide response; activation, % at 13.2 µM;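 active = activation of at least 50%, plus an integration ratio under a set limit after plate pattern correction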;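 also: plate controls were neutral control wells without compound for no effect and CRF at EC100 for full effect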
Starred values were filed as active, the others as inactive; . = no result given.

SMILES	CHRM4 PAM	M1 antag	CHRM5 agonist	CHRM4 agonist	M1 PAM	CHRM4 antagonist	M5 PAM	M5 antag	CRFBP-R2 agonist
C=CCn1c(CSc2nc3ccccc3s2)nnc1SCC(=O)NCCN1CCOCC1	6	-6	0	0	8	-10	3	-2	0.8
CCCCC(c1nc2ccccc2[nH]1)N(C(=O)c1ccccc1)c1ccccc1[N+](=O)[O-] (centres undefined)	5	-26	-1	-1	2	-2	4	-2	.
COc1ccccc1N1CCN(S(=O)(=O)c2cn(C)cn2)CC1	0	-13	-4	1	7	-3	6	-16	0.3
Cc1cc(C)n2c(Nc3ccc4c(c3)OCCO4)c(-c3cc4ccccc4o3)nc2n1	6	.	4	-1	.	4	-9	1	.
Cc1ccnc2c1ccc1c(C)ccnc12	6	-3	-3	0	2	-4	-1	-3	-1.3
NC(=S)Nc1cccc(Cl)c1	2	-5	-1	-1	8	2	0	15	0.9
Cc1noc(C(=O)NCc2ccc(F)cc2)c1Cl	7	-9	0	0	8	-14	2	-1	-1.4
C=C1CCN(C(C)C(=O)OC)S(=O)(=O)c2ccccc21 (centres undefined)	-2	2	3	1	-3	6	10	6	9.1
CCn1nc(C(=O)OCC(=O)c2ccc3c(c2)OCCO3)c2ccccc2c1=O	-5	-4	-2	1	4	9	2	-5	-0.2
COCCCNC(=S)N1CCN(Cc2ccc3c(c2)OCO3)CC1	-1	-2	3	0	6	9	0	10	-1.1
CCCCN(CCCC)S(=O)(=O)c1ccc(NS(=O)(=O)c2ccc(NC(C)=O)cc2)cc1	-6	5	3	1	2	2	1	4	2.1
O=C(Nc1ccc(S(=O)(=O)N2CCCCC2)cc1)C1CC(=O)N(c2ccc(Cl)cc2)C1 (centres undefined)	-2	-19	-2	4	15	-6	9	3	1.0
CCOC(=O)N/N=C/c1c(F)c(F)c(F)c(F)c1F	-3	-13	1	0	9	5	-1	-5	-0.2
CC1Nc2ncnc(N3CCN(c4ccccc4)CC3)c2N(Cc2ccc(Cl)cc2)C1=O (centres undefined)	4	1	12	9	9	2	-4	18	0.5
Cc1nn(CC(O)COc2ccc3c(c2)CCC3)c(C)c1Br (centres undefined)	-8	-10	-3	3	5	7	2	0	-0.1
O=C(COc1ccc(/C=N/NC(=O)c2ccncc2)cc1)Nc1cccc([N+](=O)[O-])c1	-11	9	-2	11	5	-6	-4	8	4.2
CCC(=O)Nc1ccc(NC(=O)CSc2nc3c(c(=O)n(C)c(=O)n3C)n2CC)cc1	-13	1	-3	1	3	7	-2	19	-0.8
O=C(NNC(=O)c1cccs1)c1ccc(Cl)cc1	-4	-8	-2	1	11	-4	-4	-4	0.6
CC(=O)c1ccc(NC(=O)CNC2CCCCC2)cc1	-3	-11	-4	2	7	-4	4	-2	-1.2
COC(=O)c1oc2ccccc2c1NC(=O)/C=C/C(=O)O	2	5	2	0	1	-7	-4	4	-1.0
CCOC(=O)c1c(S(=O)(=O)NCC(=O)Nc2ccc(C)cc2)c(C)n(C)c1C	4	-9	-2	1	6	-7	2	12	-1.5
CC(C(=O)OCc1nnc(-c2ccccc2)o1)N1C(=O)C2CCCCC2C1=O (centres undefined)	-5	5	-2	3	0	1	-3	10	0.4
COc1ccc2c(c1OC)C(=O)OC2CC(=O)c1ccc(O)cc1 (centres undefined)	7	-12	0	3	9	-3	-2	-1	-1.3
O=C(O)C1CCN(C(=O)COc2ccc3c4c(c(=O)oc3c2)CCCC4)CC1	7	-5	2	0	4	-8	5	5	-0.4
O=S(=O)(/C(=C/c1ccc(C(F)(F)F)cc1)c1nc2ccccc2[nH]1)c1ccccc1	-6	-12	0	1	19	20	7	5	-3.9

Quoted at random: 2 compounds from above, in no set order.
SMILES	CHRM4 PAM	M1 antag	CHRM5 agonist	CHRM4 agonist	M1 PAM	CHRM4 antagonist	M5 PAM	M5 antag	CRFBP-R2 agonist
COCCCNC(=S)N1CCN(Cc2ccc3c(c2)OCO3)CC1	-1	-2	3	0	6	9	0	10	-1.1
C=C1CCN(C(C)C(=O)OC)S(=O)(=O)c2ccccc21 (centres undefined)	-2	2	3	1	-3	6	10	6	9.1

Taken from above:
CC(C(=O)OCc1nnc(-c2ccccc2)o1)N1C(=O)C2CCCCC2C1=O (centres undefined) @ CHRM4 PAM = -5
COc1ccccc1N1CCN(S(=O)(=O)c2cn(C)cn2)CC1 @ CRFBP-R2 agonist = 0.3
CC(=O)c1ccc(NC(=O)CNC2CCCCC2)cc1 @ CRFBP-R2 agonist = -1.2
O=S(=O)(/C(=C/c1ccc(C(F)(F)F)cc1)c1nc2ccccc2[nH]1)c1ccccc1 @ CHRM4 PAM = -6
Cc1noc(C(=O)NCc2ccc(F)cc2)c1Cl @ CRFBP-R2 agonist = -1.4

More structures
SMILES	CHRM4 PAM	M1 antag	CHRM5 agonist	CHRM4 agonist	M1 PAM	CHRM4 antagonist	M5 PAM	M5 antag	CRFBP-R2 agonist
COc1ccc(/C=C2\SC(=S)N(C(Cc3ccccc3)C(=O)O)C2=O)cc1 (centres undefined)	-4	10	-1	0	-10	12	-4	11	-1.1
COc1cc2c(cc1OC)C(C)N(C(=O)c1ccc(Cl)c(S(=O)(=O)N3CCCCC3)c1)CC2 (centres undefined)	-2	-6	-3	10	0	-9	-3	2	-0.3
CC(=O)Nc1ccc2cc3ccc(NC(C)=O)cc3nc2c1	4	-8	-3	1	4	-9	2	-3	-0.4
CCCc1nn(C)c(C(N)=O)c1[N+](=O)[O-]	-3	8	1	1	-4	-1	2	-7	-0.1
CCN(CC)S(=O)(=O)c1ccc(OC)c(NC(=O)c2cccs2)c1	0	-15	3	2	12	-6	2	9	0.9
O=S(=O)(Nc1cc(Cl)ccc1-n1cncn1)c1ccc(F)cc1	-6	7	6	4	-2	0	-6	1	-0.1
O=C(CSc1ccccc1)N1CCCC(N2CCN(c3ccccc3)CC2)C1 (centres undefined)	3	28	-7	2	-11	-2	-3	13	-0.5
O=C(CC1C(=O)NCCN1C(=O)Nc1ccccc1)Nc1cccc(C(F)(F)F)c1 (centres undefined)	13	5	1	1	11	1	9	-3	1.7
CCC(NC(=O)/C(=C\c1ccc2c(c1)OCO2)NC(C)=O)C(=O)O (centres undefined)	6	-5	0	1	4	3	-4	8	-1.5
Cc1ccc(C)c(CN2C(=O)NC3(CCCCCC3)C2=O)c1	-10	-20	-3	0	13	-4	4	1	2.4
Cc1cc(-c2ccc(C)c(S(=O)(=O)NCC3CCN(Cc4ccccc4F)CC3)c2)on1	-16	55*	-7	12	-23	-8	2	-13	1.7
OCc1nnn(-c2ccccc2)c1CO	1	2	-2	1	3	3	-6	8	0.1
O=C(NCCc1csc(-c2ccccc2)n1)c1c(F)cccc1Cl	10	-2	0	5	-1	-9	-8	5	-0.7
CCOC(=O)CSc1nc2ccccc2c(=O)n1CCN1CCOCC1	3	-4	-1	2	6	25	-2	0	0.6
O=C(NCc1ccco1)c1cnn2c1NC(c1ccc(Br)cc1)CC2C(F)(F)F (centres undefined)	10	-14	-8	3	-4	-16	4	-4	4.5
CCN(CC)S(=O)(=O)c1cc(NC(=O)C2CSC3(C)CCC(=O)N23)ccc1C (centres undefined)	12	-12	2	3	13	-10	6	9	0.8
CNC[C@@H]1Oc2c(NC(=O)Nc3ccccc3)cccc2C(=O)N([C@@H](C)CO)C[C@H]1C	11	2	1	2	14	-4	-1	9	0.4
CCCCC(=O)OCCNC(=O)c1cc2ccccc2oc1=O	0	-18	0	5	10	1	2	10	0.3
COc1ccc(-c2[nH]ncc2CN(C)Cc2cc(C)[nH]n2)c(F)c1	7	6	-1	0	3	1	9	-4	-4.4
COc1ccccc1N1CCN(C(=S)Nc2ccc(S(=O)(=O)N3CCOCC3)cc2)CC1	-12	15	-1	15	-23	0	-14	15	-0.3
CSCCC(NC(=O)c1ccccc1)C(=O)N1CCCCCCC1 (centres undefined)	-5	-10	2	5	6	2	-7	4	0.9
CCCCOc1cccc(C2C(C(=O)c3cccs3)=C(O)C(=O)N2Cc2cccnc2)c1 (centres undefined)	-3	1	-4	0	1	-5	-4	1	-0.4
Cc1ccc(-c2nnc(SCC#N)n2N)cc1	4	-31	-3	0	3	2	-2	-11	0.8
COc1ccc(NC(=O)CCC(=O)Nc2cc(OC)c(NC(=O)c3cccs3)cc2OC)cc1	-2	4	-1	8	-1	7	-4	10	-0.6
C[C@H](O)[C@@H]1CN2CCc3c([nH]c4ccccc34)[C@@H]2C[C@@H]1N(C)C(=S)NCCc1ccccc1	0	-1	-5	2	-7	-27	-2	-3	.
Later entries
SMILES	CHRM4 PAM	M1 antag	CHRM5 agonist	CHRM4 agonist	M1 PAM	CHRM4 antagonist	M5 PAM	M5 antag	CRFBP-R2 agonist
Cc1ccc(S(=O)(=O)N2CC(=NN=C(N)N)C2)cc1	-1	-4	-3	0	3	-10	1	5	-1.1
Cc1ccc(C(NC(=O)N2CCCCC2)=C(Cl)Cl)cc1F	-4	-8	-2	0	5	-13	-1	-5	0.1
O=C(c1ccc(-n2cccc2)cc1)N1CCCCC1	4	5	2	4	-6	-4	-6	7	-1.9
CCOc1ccc(C2NC(=O)NC(c3ccccc3)=C2C(C)=O)cc1OC (centres undefined)	0	3	-4	0	-1	8	-6	12	-1.3
COc1ccc(-n2c(=S)[nH]c3ncccc3c2=O)cc1	-4	-5	-2	0	3	-12	0	2	-0.4
COc1ccc(-n2c(C)nc(=O)c(-c3ccccc3)c2C)cc1	-1	-8	0	0	8	-1	4	-3	0.1
CCCn1nnnc1NC(=O)c1cc(Cl)ccc1Cl	15	-4	-4	0	8	-1	13	10	-1.2
CC(C)Oc1cccc(C(=O)Nc2ccc(CN3CCOCC3)cc2)c1	7	-2	3	6	5	-5	2	-2	0.8
Cc1ccsc1/C=N/N1CCOCC1	2	-3	4	1	10	-4	14	1	-0.1
O=c1[nH]c2c(c(=O)[nH]1)CCCCCC2	3	9	5	1	-8	-17	3	2	0.7
COc1ccccc1CCNC(=O)Nc1cccc([N+](=O)[O-])c1	-3	13	-2	17	-6	-17	-29	17	-2.0
Cn1c(NCc2ccc(Cl)cc2)nc2ccccc21	-3	-5	-3	1	9	-3	3	-2	-0.8
O=C(NC1=NCCS1)c1cccc(OC(F)F)c1	3	8	0	1	0	1	-7	12	1.1
CCCC/C=C/c1cccc2nncn12	6	-7	0	0	5	0	-2	1	.
O=C(NCc1ccccn1)c1ccc(Cl)c(S(=O)(=O)N2CCOCC2)c1	4	-11	0	2	11	-4	-5	9	-1.6
Cc1ccccc1/C=C\c1nc(O)c([N+](=O)[O-])c(=O)[nH]1	7	-17	-3	1	2	-8	3	2	-0.9
C[C@H]1CCCCO[C@H](CN(C)Cc2ccccc2)[C@@H](C)CN([C@@H](C)CO)C(=O)c2cc(NC(=O)CCC(F)(F)F)ccc2O1	11	-5	0	0	1	-8	-3	9	-1.6
CC(C)(C)c1cc(C(C)(C)C)cc(S(=O)(=O)CCc2ccccn2)c1	5	1	4	3	2	-5	-6	10	0.2
O=C(COc1ccc(Cl)cc1Cl)Nc1c(-c2cccs2)nc2ccccn12	-5	16	-2	6	-8	3	-9	18	-0.3
Cc1ccc(NC(=O)CCNS(=O)(=O)c2ccccc2)c(C(=O)c2ccccc2)c1	-2	0	0	1	5	-3	-2	-5	-0.7
CC(=O)Nc1ccc(NC(=O)C(C)Sc2nnc(-c3ccc4c(c3)OCO4)o2)cc1 (centres undefined)	3	-1	3	1	-1	-7	2	7	-3.1
COc1ccc(C(C(=O)Nc2ccc(F)cc2)N2CCN(CC(=O)N3CCCC3)CC2)cc1 (centres undefined)	9	.	0	2	.	0	-9	4	.
